CHO-K1 Ca PAM – M1 PAM counterscreen hit in parental CHO-K1 cells; activation, % at 3 µM; 360,000 compounds, 0.02% hits; AID 602247; ATP EC20, Fluo-8 calcium fluorescence; 0% at ATP EC20, 100% at ATP max;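 active = activation above the run cutoff, the mean activation of all test compounds plus 3 SD, cut at about 40% in these data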;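 note: peak over basal fluorescence ratio in a 140 s read after ATP addition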
OXTR potentiator – potentiators of human oxytocin receptor. activation, % at 3 µM. 320,000 compounds, 0.061% hits. CHO-OTR cells, Fluo-8 calcium fluorescence, potentiator mode; 0% = oxytocin EC15, 100% = EC100;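 active = activation above that plate's cutoff, the mean activation of tested compounds plus 3 SD, cut at about 6.6% in these data, passing the limit was not always enough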;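 note: 100% uses oxytocin at 75 nM as the full agonist control; some results filed as inactive read as strong as hits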
Target sequence (P30559 whole entry, looked up): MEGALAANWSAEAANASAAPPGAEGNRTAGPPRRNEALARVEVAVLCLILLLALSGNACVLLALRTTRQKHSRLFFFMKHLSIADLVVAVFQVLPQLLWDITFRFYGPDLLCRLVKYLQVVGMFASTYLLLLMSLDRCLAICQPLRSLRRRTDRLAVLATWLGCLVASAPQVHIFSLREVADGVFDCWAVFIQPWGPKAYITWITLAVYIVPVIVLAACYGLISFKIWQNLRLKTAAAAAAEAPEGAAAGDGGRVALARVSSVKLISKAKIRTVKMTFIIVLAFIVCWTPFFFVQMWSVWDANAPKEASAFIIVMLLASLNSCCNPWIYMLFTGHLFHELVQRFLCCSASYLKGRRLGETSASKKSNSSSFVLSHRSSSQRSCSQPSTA
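Material: human OTR in CHO cells. Compound: 3.0 µM, one dose. Timing: compound 6 min at room temperature before oxytocin, 100 s read. Evaluation: % activation of max/min ratio relative to oxytocin controls. Replication: single well per compound, singlicate. Signal: Fluo-8 calcium dye fluorescence.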
TAAR1 agonist – agonists of human TAAR1; Q96RJ0; CHO RD-HGA16 TAAR1, Fluo-8 calcium fluorescence; vehicle wells 0%, saturating PEA agonist 100%; AID 624467; 360,000 compounds, 0.99% hits; activation, % at 3 µM;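 active = activation above the mean activation of all test compounds in the run plus 3 SD, cut at about 38% in these data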
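System: CHO-derived RD-HGA16 cells with stable Gα16 and human TAAR1. Times: 17-24 h plating, Fluo-8 75 min 37 °C, 30 min RT. Measured by: calcium-sensitive Fluo-8 signal, excitation 470-495, emission 515-575 nm. Read-out basis: % activation relative to PEA EC100 response. Control set: DMSO and PEA EC100. Repeats: no replicates (n 1).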
TAAR1 antag – human TAAR1 antagonism; CHO RD-HGA16 TAAR1, Fluo-8 calcium fluorescence, antagonist; inhibition, % at 3 µM; 360,000 compounds, 1.5% hits;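 active = inhibition above a per-plate cutoff, the mean inhibition of test compounds on that plate plus 3 SD, cut at about 49% in these data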;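 note: 0% = DMSO plus EC80 beta-PEA response and 100% = DMSO alone without agonist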
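Material: CHO RD-HGA16 cells bearing hTAAR1; compound dosing: one-point dosing, 3 µM nominal final; schedule: dye loading 75 min at 37 °C, then 30 min room temperature; measured by: calcium fluorescence with Fluo-8; control set: vehicle and agonist controls; replication: n of 1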
CHO-K1 Ca antag – counter-screen for M1 antagonists: effect in parental CHO-K1 cells | inhibition, % at 3 µM | AID 602250 | 360,000 compounds, 0.6% hits | ATP-induced calcium, Fluo-8 fluorescence;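 active = inhibition above a per-plate cutoff, the plate's mean sample inhibition plus 3 SD, cut at about 24% in these data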;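 note: 0% = DMSO plus EC80 ATP and 100% = DMSO alone without ATP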
V1R ag counter – activates human V1a receptor in oxytocin agonist counter-screen; AID 2797; CHO-V1R cells, Fluo-8 calcium fluorescence, agonist mode; 0% DMSO, 100% 3 nM vasopressin; activation, % at 3 µM; P37288; 320,000 compounds, 0.25% hits;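 active = activation above the mean activation of all tested compounds plus 3 SD, per screening run, cut at about 20% in these data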;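 note: signal is peak over basal fluorescence ratio across a 100 second FLIPR read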
Target sequence (P37288 whole entry, looked up): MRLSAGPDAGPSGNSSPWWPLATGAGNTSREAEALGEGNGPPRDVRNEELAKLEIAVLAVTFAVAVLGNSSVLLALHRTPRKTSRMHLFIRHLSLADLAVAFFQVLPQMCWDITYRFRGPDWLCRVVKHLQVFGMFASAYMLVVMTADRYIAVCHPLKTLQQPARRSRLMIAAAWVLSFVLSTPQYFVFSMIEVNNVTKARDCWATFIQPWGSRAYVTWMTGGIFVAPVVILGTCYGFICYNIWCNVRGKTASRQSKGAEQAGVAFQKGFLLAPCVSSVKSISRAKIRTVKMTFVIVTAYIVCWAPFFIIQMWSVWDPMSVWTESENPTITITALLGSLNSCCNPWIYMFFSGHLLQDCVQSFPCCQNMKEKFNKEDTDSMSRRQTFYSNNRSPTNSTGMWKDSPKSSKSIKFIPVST
CHO parental Ca – signal in parental CHO cells, OX1R antagonist counter-screen; 330,000 compounds, 0.63% hits; parental CHO-K1, ATP-induced calcium, Fluo-8 fluorescence; AID 463079; inhibition, % at 5.6 µM;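 active = inhibition above that plate's mean sample inhibition plus 3 SD, cut at about 26% in these data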;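 note: 0% = ATP-challenged DMSO wells and 100% = DMSO wells without ATP; some compounds past the cut are filed as inactive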
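test system = CHO parental line | reagent = ATP stimulus | measured by = intracellular calcium via Fluo-8 no-wash fluorescent dye | control set = ATP and no-ATP DMSO wells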
CHO-K1 Ca ag – nonselective activator or artifact in parental CHO-K1 cells; Fluo-8 calcium fluorescence; scaled to maximal ATP response, vehicle zero; activation, % at 3 µM; 360,000 compounds, 0.48% hits; AID 602248; in the data active = activation above about 15%;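 note: untransfected CHO-K1 host cells lacking M1 receptor as counterscreen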
CHRM1 agonist – activates human CHRM1 receptor; CHO-K1 hM1, Fluo-8 calcium fluorescence, agonist mode; 0% DMSO, 100% acetylcholine EC100; activation, % at 3 µM; 360,000 compounds, 0.33% hits; AID 588814;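 active = activation above the run's mean compound activation plus 3 SD, cut at about 16% in these data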;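 note: peak over basal fluorescence ratio within a 140 s kinetic read after compound addition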
Active calls of the source: *; . = no result given.

SMILES	TAAR1 antag	CHO-K1 Ca PAM	V1R ag counter	CHO-K1 Ca ag	CHO parental Ca	TAAR1 agonist	OXTR potentiator	CHO-K1 Ca antag	CHRM1 agonist
O=C(O)c1ccccc1C(=O)Nn1cnnc1	-6	5	0.2	0.5	-8	3	-5	-5	-3
CC(=O)Nc1ccc(OS(=O)(=O)c2ccc([N+](=O)[O-])cc2)cc1	3	-15	-0.8	1.1	12	6	-20	3	-6
O=C(Nc1nccs1)c1ccc(F)c(S(=O)(=O)N2CCOCC2)c1	-29	4	2.8	2.4	-20	6	4	-10	-2
O=C(Cn1cnc2c(NCc3ccccc3)ncnc21)N1CCN(c2ccccn2)CC1	0	9	.	1.4	-13	4	.	-2	-7
NC1=C([N+](=O)[O-])C(c2ccccc2)C2=C(CCCC2=O)O1 (configuration not stated)	0	-7	1.1	0.0	-1	3	-10	2	-2
FC(F)c1nc2nc(Cl)c(Cl)nc2[nH]1	-20	16	.	0.3	.	3	.	-3	5
COC(=O)Cc1ccc(NC(=S)Nc2ccccn2)cc1	-8	16	2.7	1.3	-18	0	-1	-4	-5
Nc1ncccc1C(=O)OCC(=O)NC1CCCCCC1	7	8	1.3	1.5	-11	2	-6	-12	-4
CC1CCCCN1CCNC(=O)Cn1nc(-c2ccccc2)ccc1=O (configuration not stated)	9	-13	0.2	0.6	-10	2	-12	-8	-9
O=Cc1ccc2oc3nc4n(c(=O)c3c(=O)c2c1)CCCS4	-14	23	-1.1	-0.3	1	-1	-3	-11	-5
Cc1nc([N+](=O)[O-])nn1C12CC3CC(CC(Br)(C3)C1)C2	2	14	0.3	1.0	-17	1	-4	-9	-9
O=C(NC(=O)c1cnccc1C(F)(F)F)Nc1ccccc1	-41	-12	-0.4	0.8	5	4	0	8	-4
COc1ccc(Cl)cc1NC(=O)CCc1ccccc1	-4	5	-1.6	-0.1	-18	0	6	4	-3
O=C(CC(=O)N/N=C\c1c(Cl)cccc1Cl)NCc1ccccc1	12	12	5.4	1.6	-6	5	-19	-1	3
COc1ccc(Br)cc1CN(C)C(=O)c1ccncc1	-16	20	-0.1	0.4	-12	2	-6	-7	-1
COc1cc(C(=O)NCCNC(=O)C2CCCNC2=O)cc(OC)c1OC (configuration not stated)	-47	-5	-1.7	-0.1	-2	1	-2	8	-2
O=[N+]([O-])c1ccc(Oc2cccnc2)c([N+](=O)[O-])c1	-6	19	.	3.6	.	1	.	-3	-3
O=C(Nc1cccc(F)c1)N1CCCCCC1	-18	20	0.2	0.9	1	2	-2	-5	-3
O=C(OCC1CCC=CO1)C1CCC=CO1 (configuration not stated)	-17	4	.	0.5	.	3	.	-13	-1
COc1ccccc1C1CCN(C(=O)c2cccs2)CC1	-10	4	0.0	0.4	4	0	-5	-8	-3
CNC(=O)CN1C(=O)NC(c2ccccc2)(c2ccccc2)C1=O	3	-17	0.1	0.4	0	2	1	-11	5
COc1ccc(/C(C)=N/NS(=O)(=O)c2ccccc2)c(OC)c1	-15	7	-0.2	0.3	-12	9	0	-13	-7
COc1cccc(NC(=O)N2CCC(NC(=O)c3ccco3)CC2)c1	-3	-5	1.6	0.8	2	4	-6	-8	-2
CN(C)c1ccc(NC(=O)CCn2c(=S)oc3ccccc32)cc1	4	21	0.2	1.1	-2	7	-13	-3	-12
CCOC(=O)c1c(NC(=O)CCC(=O)NCc2ccco2)sc2c1CCCC2	-6	19	0.6	-0.1	-21	7	-9	-10	-4
COc1cccc(N2C(=O)C3NN=C(C(=O)CN4C(=O)c5ccccc5C4=O)C3C2=O)c1 (configuration not stated)	-12	14	-1.1	2.0	-2	6	-5	-2	-3
COC(=O)CCCC1=CC2=CC(=O)C(C)(OC(=O)c3cccs3)C(=O)C2=CN1c1ccccc1 (configuration not stated)	-1	11	-0.5	0.6	-3	12	2	-10	-9
COc1ccc(-c2csc(NC(=S)NC(=O)c3ccco3)n2)cc1	13	14	-1.0	0.6	-5	3	-6	2	-7
O=C1CS/C(=C/C(=O)c2cccc(Cl)c2)N1	-3	15	1.1	0.4	-9	1	1	-9	1
COc1ccc2[nH]c(=O)c(CN(CC3CCCO3)S(=O)(=O)c3ccccc3)cc2c1 (configuration not stated)	41	4	0.0	5.7	-31	14	-23	-8	0
Cc1cc(C(=O)N2CCN(c3cccc(Cl)c3)CC2)c(C)o1	-5	1	2.2	1.7	-10	9	-16	-7	2
Cc1ccc2c(c1)-c1c(ssc1=S)C(C)(C)N2C(=O)CSc1nncn1C	5	-5	-2.0	-0.5	-32	6	-14	13	-5
COc1ccc(/C=C2\CCC(C3CCCC3)C2=O)cc1 (configuration not stated)	2	-11	-0.7	0.1	-11	0	-10	7	-2
CNS(=O)(=O)c1ccc(CNC[C@H]2O[C@@H](n3ccc(N)nc3=O)[C@H](O)[C@@H]2O)cc1	4	8	.	0.3	.	3	.	-7	-3
CCC1Oc2ccc(C)cc2N(CC(=O)NCc2cccs2)C1=O (configuration not stated)	9	3	-1.0	1.0	-21	4	-9	-13	-2
CS(=O)(=O)N1CCN(c2ccc(NC(=O)Cc3ccccc3)cc2)CC1	-9	-7	2.1	0.4	-2	4	-6	-11	0
CCc1ccc(NC(=O)C2CCCN2c2nn3c(=O)cc(C)nc3s2)cc1 (configuration not stated)	-31	5	-0.4	-0.4	-16	9	-4	0	-7
O=C(CN1C(=O)N/C(=C\c2ccccc2OCc2ccc(C(=O)O)cc2)C1=O)Nc1ccc(F)cc1	-15	9	-0.2	-1.1	7	1	-8	3	0
O=C(CSc1ncn[nH]1)NNC(=O)c1ccccc1	8	20	1.1	1.8	3	1	-2	2	-3
CC(O)(c1cccc(F)c1)c1nc(-c2cccc(C(F)(F)F)c2)cs1 (configuration not stated)	-33	14	.	0.9	.	-1	.	-13	-4
Cc1ccc(CC(=O)NCC2CCCCC2)cc1	.	-2	-0.6	-0.5	-2	.	-3	-10	-4
COc1cccc(CNc2nc(NCC3CC3)nc3ccsc23)c1OC	4	-13	.	4.0	.	13	.	5	-4
CCCNC(=O)C(Cc1cccc(C#N)c1)NC(=O)c1cccc([N+](=O)[O-])c1 (configuration not stated)	1	4	-1.1	-0.5	-11	2	-2	-10	-1
Cc1ccc(C)c(S(=O)(=O)N2CCCOC2CNC(=O)C(=O)NCc2cccs2)c1 (configuration not stated)	-32	0	1.6	2.3	-15	4	-5	-11	0
Cc1ccc(S(=O)(=O)N2[C@@H](c3ccc(C(C)(C)C)cc3)C(C(=O)O)=CC[C@H]2c2cccc(Cl)c2)cc1	-9	-9	-0.4	0.1	2	-2	-10	-1	-8
Oc1ccccc1-c1nnc2n1CCCCC2	-6	-8	.	0.3	.	4	.	-5	-10
Cc1cccc(C2CC(c3ccccc3)=NN2c2ccc(S(N)(=O)=O)cc2)c1 (configuration not stated)	-8	14	.	0.6	.	11	.	-11	-4
O=C(Nc1ccc(S(=O)(=O)NCCc2ccccc2)cc1)c1ccco1	.	9	4.2	6.7	-1	.	-3	-23	-3
COc1ccc(N(C(=O)c2cccc(OC)c2OC)C2C=CS(=O)(=O)C2)c(OC)c1 (configuration not stated)	-13	-7	0.3	-0.3	-13	8	-2	9	-3
N/C(=N\OC(=O)c1ccc2ccccc2c1)c1ccccc1Cl	-22	-16	-0.2	0.3	-20	1	-10	9	-2
COCCNc1nc(Oc2cccc(F)c2)c2sccc2n1	2	-10	.	0.1	.	-2	.	-2	-4
O=C(CSc1nc(=O)n(CCN2CCOCC2)c2c1CCCC2)Nc1ccccc1Cl	11	15	.	0.6	.	0	.	-8	-3
Cc1ccc(OCC(=O)Nc2ccccc2F)cc1C	-4	11	-1.2	0.1	-4	-3	-28	-8	-3
Cc1ccc(NC(=O)c2ccccc2-c2ccccc2C(=O)O)cc1C	5	-4	0.9	-0.1	-8	4	0	10	-9
N#C/C(=C/c1ccc(Oc2ccc([N+](=O)[O-])cn2)cc1)C(=O)N1CCOCC1	-15	9	0.2	2.5	-8	6	2	2	-9
COc1ccc(C(=O)NC(=S)Nc2cccnc2)cc1[N+](=O)[O-]	-11	7	1.1	1.1	-4	5	-12	-7	-10
CC(C)NC(=O)c1ccc2c(=O)n(CC3CCCO3)c(=S)[nH]c2c1 (configuration not stated)	-11	-9	-0.1	1.5	-6	1	3	1	1
Clc1c(-c2nnc3n2CCC3)sc2ccccc12	-2	1	-0.8	-0.6	-19	-1	2	1	-5

Reprinted from the entries so far for reference:
SMILES	TAAR1 antag	CHO-K1 Ca PAM	V1R ag counter	CHO-K1 Ca ag	CHO parental Ca	TAAR1 agonist	OXTR potentiator	CHO-K1 Ca antag	CHRM1 agonist
Oc1ccccc1-c1nnc2n1CCCCC2	-6	-8	.	0.3	.	4	.	-5	-10
Cc1cccc(C2CC(c3ccccc3)=NN2c2ccc(S(N)(=O)=O)cc2)c1 (configuration not stated)	-8	14	.	0.6	.	11	.	-11	-4

Screening results as filed in PubChem BioAssay.
